NCI-60 one-dose screen, 48 h, at 10 µM unless noted. Numbers give growth in % (100 = growth as untreated, 0 = no growth, -100 = all killed).
U251 = U251 CNS tumor cells | actives 5.4% (n = 80,000)
SF-539 = SF-539 CNS cancer | actives 6.8% (n = 81,000)
NCI-H23 = NCI-H23 lung cancer; actives 4% (n = 80,000); AID 1794731
CAKI-1 = CAKI-1 renal cancer | AID 1794772 | actives 4.7% (n = 75,000)
A498 = A498 renal cancer cells; actives 5.4% (n = 76,000)
SNB-75 = SNB-75 CNS cancer. actives 5% (n = 79,000). AID 1794750
SNB-19 = SNB-19 CNS cancer cells. actives 2.5% (n = 81,000). AID 1794751
SF-295 = SF-295 CNS cancer cells | AID 1794758 | actives 5.6% (n = 79,000)
SF-268 = SF-268 CNS cancer cells | AID 1794759 | actives 3.1% (n = 82,000)
* marks the source's active call; other numbers are inactive results; . = no result given; & = joins results of further samples. Rule for the calls: active = growth percent below 10; inactive = the rest. The order is random. About 10% of those tested had a hit in this group.

| no. | molecule | SF-268 | SF-295 | CAKI-1 | U251 | NCI-H23 |
| --- | --- | --- | --- | --- | --- | --- |
| 1 | CC1=C(C(=O)Nc2ccccc2)C(c2ccc(N(C)C)cc2)n2c(nc3ccccc32)N1 (stereo not given) | 83 | 105 | 93 | 97 | 103 |
| 2 | N#CC(C#N)c1c(C(F)(F)F)nn(-c2ccccc2)c1-c1ccc(Cl)cc1 | 92 | 97 | 94 | 107 | 106 |
| 3 | CCOC(=O)c1c(NC(C)=O)sc2c1CCN(C(=O)OC(C)(C)C)C2 | 111 | 95 | 87 | 79 | 102 |
| 4 | CN1C(=O)N(C)C2Nn3c(s/c(=C\c4ccc(C(F)(F)F)cc4)c3=O)=NC21 (stereo not given) | 97 | 101 | 83 | 93 | 99 |
| 5 | NNC(=O)[C@H]1O[C@@H](n2cnc3c(=O)[nH]c(N)nc32)[C@H](O)[C@@H]1O | 102 | 98 | 99 | 106 | 104 |
| 6 | CCCCCCCCCCCCCCCCCCSC1=CC(=O)c2ccccc2C1=O | 94 | 148 | 69 | 105 | 98 |
| 7 | O/N=C\c1cc(-c2ccc(F)cc2)on1 | 110 | 102 | 98 | 95 | 96 |
| 8 | C(=N\Nc1nnc2n1N=C(c1ccccc1)CS2)/c1ccccc1 | 104 | 97 | 86 | 100 | 105 |
| 9 | O=C(OCCOC(=O)N1CCOCC1)N1CCOCC1 | 100 | 95 | 95 | . | 99 |
| 10 | Cn1nc(-c2ccccc2)c(C#N)c1Nc1ccccc1 | 114 | 107 | 108 | 92 | 105 |

| no. | SNB-19 | A498 | SF-539 | SNB-75 |
| --- | --- | --- | --- | --- |
| 1 | 91 | 102 | 107 | 59 |
| 2 | 97 | 94 | 100 | 87 |
| 3 | 88 | 62 | 98 | 92 |
| 4 | 95 | 109 | 97 | 82 |
| 5 | 102 | 95 | 96 | 104 |
| 6 | 105 | 95 | 96 | 79 |
| 7 | 104 | 84 | 106 | 92 |
| 8 | 97 | 96 | 100 | 100 |
| 9 | 103 | 93 | 117 | 100 |
| 10 | 99 | 92 | . | 95 |

New compounds follow:
| no. | molecule | SF-268 | SF-295 | CAKI-1 | U251 | NCI-H23 |
| --- | --- | --- | --- | --- | --- | --- |
| 11 | O=C(Oc1c(Cl)cc(Cl)cc1[N+](=O)[O-])c1ccc(Cl)cc1 | 105 | 99 | 109 | 106 | 90 |
| 12 | C/C(=N\Nc1ccccc1)c1sc(Nc2ccccn2)nc1C | 110 | 105 | 101 | 110 | 105 |
| 13 | COc1ccc2c(c1)/C(=N\N=C\c1ccc(OC)c(OC)c1)C(=O)N2 | 108 | 96 | 91 | 90 | 98 |
| 14 | O=C(CSc1nc2sc3c(c2c(=O)n1-c1ccc(Cl)cc1)CCCC3)NN1C(=O)CCC1=O | 107 | 91 | 93 | 111 | . |
| 15 | COc1cc2oc3c(C)c(=O)cc4oc(-c5ccccc5)cc(c2c2c1CCC(c1ccccc1)O2)c43 (stereo not given) | 110 | 94 | 99 | 117 | 101 |
| 16 | CCCCNC(=O)NS(=O)(=O)c1ccc(C)cc1 | 97&105&110 | 100&102&110 | 101&101&91 | 110&98&114 | 101&104&113 |
| 17 | O=C1c2cccc3cccc(c23)C(=O)N1CNc1ccc(Cl)cc1 | 88 | 92 | . | 96 | 96 |
| 18 | CCCCCN(CCCCC)CCCCCCCCCCN1CCCc2ccccc21 | 98 | 85 | 91 | 92 | 80 |
| 19 | O=C(Cn1c(=O)[nH]c2ccccc2c1=O)NCC(=O)NNC(=S)Nc1ccccc1 | 110 | 103 | 91 | 100 | 104 |
| 20 | Cc1ccc2[nH]c(=O)c3c(c2c1)OC(N)=C(C#N)C31C(=O)c2cccc3cccc1c23 (stereo not given) | 95 | 104 | 91 | 95 | 103 |

| no. | SNB-19 | A498 | SF-539 | SNB-75 |
| --- | --- | --- | --- | --- |
| 11 | 108 | 95 | 114 | 94 |
| 12 | 95 | 113 | 99 | 107 |
| 13 | 89 | 144 | 96 | 115 |
| 14 | 99 | 89 | 93 | 80 |
| 15 | . | 127 | 102 | 135 |
| 16 | 117&102&105 | 59&133 | 98&99 | 108&98&112 |
| 17 | 104 | 100 | 91 | 87 |
| 18 | 104 | 88 | 97 | 82 |
| 19 | 105 | 105 | 103 | 109 |
| 20 | 97 | 107 | 96 | 84 |

A different layout for 10 compounds above.
Results follow in this order: SF-268, SF-295, CAKI-1, U251, NCI-H23, SNB-19, A498, SF-539, SNB-75
11	O=C(Oc1c(Cl)cc(Cl)cc1[N+](=O)[O-])c1ccc(Cl)cc1
  105, 99, 109, 106, 90, 108, 95, 114, 94
12	C/C(=N\Nc1ccccc1)c1sc(Nc2ccccn2)nc1C
  110, 105, 101, 110, 105, 95, 113, 99, 107
13	COc1ccc2c(c1)/C(=N\N=C\c1ccc(OC)c(OC)c1)C(=O)N2
  108, 96, 91, 90, 98, 89, 144, 96, 115
14	O=C(CSc1nc2sc3c(c2c(=O)n1-c1ccc(Cl)cc1)CCCC3)NN1C(=O)CCC1=O
  107, 91, 93, 111, ., 99, 89, 93, 80
15	COc1cc2oc3c(C)c(=O)cc4oc(-c5ccccc5)cc(c2c2c1CCC(c1ccccc1)O2)c43 (stereo not given)
  110, 94, 99, 117, 101, ., 127, 102, 135
16	CCCCNC(=O)NS(=O)(=O)c1ccc(C)cc1
  97&105&110, 100&102&110, 101&101&91, 110&98&114, 101&104&113, 117&102&105, 59&133, 98&99, 108&98&112
17	O=C1c2cccc3cccc(c23)C(=O)N1CNc1ccc(Cl)cc1
  88, 92, ., 96, 96, 104, 100, 91, 87
18	CCCCCN(CCCCC)CCCCCCCCCCN1CCCc2ccccc21
  98, 85, 91, 92, 80, 104, 88, 97, 82
19	O=C(Cn1c(=O)[nH]c2ccccc2c1=O)NCC(=O)NNC(=S)Nc1ccccc1
  110, 103, 91, 100, 104, 105, 105, 103, 109
20	Cc1ccc2[nH]c(=O)c3c(c2c1)OC(N)=C(C#N)C31C(=O)c2cccc3cccc1c23 (stereo not given)
  95, 104, 91, 95, 103, 97, 107, 96, 84

Next compounds follow.
| no. | molecule | SF-268 | SF-295 | CAKI-1 | U251 | NCI-H23 |
| --- | --- | --- | --- | --- | --- | --- |
| 21 | Cc1ccc(C(F)(F)F)cc1N1CCN(C(=O)[C@H]2C[C@H]2c2cccc(S(F)(F)(F)(F)F)c2)CC1 | 86 | 77 | 54 | 80 | 66 |
| 22 | Cc1nc(-c2ccccc2)sc1CC#N | 106 | 101 | 98 | 100 | 106 |
| 23 | C=CC(=O)Nc1cccc(-c2nc(SC)nc(NCc3ccccc3)c2C#N)c1 | 49 | 68 | 40 | . | 61 |
| 24 | N#Cc1ccc(C(F)(F)F)nc1N1CCC(C(=O)Nc2ccc(Cl)cc2)CC1 | 89 | 65 | 73 | 65 | 72 |
| 25 | Nc1ccc(F)cc1F | 109 | 104 | 95 | 106 | 103 |
| 26 | Cc1ccc(NC(=O)N[C@@H](Cc2cc(F)cc(F)c2)C(=O)N[C@@H]2C(=O)N3CCC[C@H]3C(=O)N3CCCC[C@H]3C(=O)N[C@@H](C)C(=O)N3C[C@H](C)C[C@H]3C(=O)O[C@H]2C)cc1 | 29 | 18 | 14 | 30 | 33 |
| 27 | COc1cc(/C=N/C2=NNC(C)(c3ccccc3O)N2C(C)C(=O)O)ccc1O (stereo not given) | 77 | 97 | 92 | 83 | 83 |
| 28 | Cc1cc(CSc2ccccc2C(=O)NCCNc2ccc(C(F)(F)F)cc2[N+](=O)[O-])on1 | 89 | 67 | 56 | 86 | 54 |
| 29 | N#CC(C#N)=C(N)c1n[nH]n2c1nc(=O)c1sccc12 | 97 | 102 | 92 | 97 | 104 |
| 30 | COc1ccc(/C(=C\c2cc(OC)c(OC)c(OC)c2)C(=O)Nc2nc3ccc(N)cc3s2)cc1 | 89 | . | 76 | 93 | 96 |

| no. | SNB-19 | A498 | SF-539 | SNB-75 |
| --- | --- | --- | --- | --- |
| 21 | 90 | 75 | 91 | 90 |
| 22 | 103 | 86 | 111 | 113 |
| 23 | 55 | -1.2* | 68 | 20 |
| 24 | . | 64 | 100 | 105 |
| 25 | 109 | 107 | 94 | 97 |
| 26 | 22 | -1.5* | 49 | 11 |
| 27 | 87 | 105 | 95 | 91 |
| 28 | 93 | 86 | 80 | 70 |
| 29 | 102 | 111 | 98 | 91 |
| 30 | 97 | 91 | 92 | 98 |

(next part)
| no. | molecule | SF-268 | SF-295 | CAKI-1 | U251 | NCI-H23 |
| --- | --- | --- | --- | --- | --- | --- |
| 31 | O=C(N/N=C/c1ccc(Cl)cc1)c1cnc2n(c1=O)CCCCC2 | 95 | 89 | 106 | 97 | 88 |
| 32 | CC(N)S(=O)(=O)O (stereo not given) | 98 | 95 | 83 | 89 | 100 |
| 33 | COc1cccc(C2CC(c3cc(OC)c(OC)c(OC)c3)=NN2)c1 (stereo not given) | 93 | 82 | . | 86 | 90 |
| 34 | Cc1c(C(=O)Nc2nc3ccccc3s2)cnn1-c1c(F)cccc1Br | 83 | 79 | 67 | 50 | 71 |
| 35 | COc1ccc(-c2nc(SCc3cc(=O)oc4ccc(C)cc34)[nH]c(=O)c2C(=O)NC(C)(C)C)cc1 | 94 | 98 | 98 | 99 | 98 |
| 36 | Cc1nn(-c2ccccc2)c(N2CCOCC2)c1/C=C/C(=O)c1ccccc1 | 85 | 90 | . | 62 | 90 |
| 37 | CC(C)CC(=O)Oc1ccc(/C=C/c2cc(OC(=O)CC(C)C)cc(OC(=O)CC(C)C)c2)cc1 | 91 | 95 | . | 91 | 95 |
| 38 | O=C1OCC/C1=C\c1ccccc1 | 111 | 83 | 101&99 | 100&98 | 97&115 |
| 39 | Clc1ccc2nc(-c3cccs3)[nH]c2c1 | 102 | 100 | 94 | 98 | 105 |
| 40 | COc1ccc(C(=O)/C=C/c2ccc(OCc3cccc(C(F)(F)F)c3)c(OC)c2)cc1OC | 86 | 98 | . | 75 | 70 |

| no. | SNB-19 | A498 | SF-539 | SNB-75 |
| --- | --- | --- | --- | --- |
| 31 | 98 | 68 | 100 | 94 |
| 32 | 91 | 101 | 94 | 73 |
| 33 | 77 | 82 | 92 | 74 |
| 34 | 86 | 70 | 82 | 69 |
| 35 | 100 | . | 89 | 87 |
| 36 | 94 | 82 | 95 | 72 |
| 37 | 99 | 95 | 95 | 96 |
| 38 | 101&104 | 106&85 | 109 | 102&80 |
| 39 | 98 | 80 | 95 | 103 |
| 40 | 94 | 94 | 103 | 94 |

The list continues.
| no. | molecule | SF-268 | SF-295 | CAKI-1 | U251 | NCI-H23 |
| --- | --- | --- | --- | --- | --- | --- |
| 41 | CCOc1cc(CC(=O)N[C@@H](CC(C)C)c2ccccc2N2CCCCC2)ccc1C(=O)O | 98 | 79 | 82 | 98 | 103 |
| 42 | CCNS(=O)(=O)c1ccc(OCCOc2ccc(S(=O)(=O)NCC)cc2)cc1 | 103 | 103 | 102 | 94 | 96 |
| 43 | COC(=O)C1CCC(=O)N1C(=O)CC(C)=O (stereo not given) | 101 | 98 | 92 | 98 | 95 |
| 44 | O=C(Oc1ccccc1)c1ccccc1Cl | . | 110 | . | 99 | 104 |
| 45 | O=[N+]([O-])c1cnc2ccccc2c1NCc1ccc(O)cc1 | 94 | 96 | 84 | 104 | 80 |
| 46 | CC1CC(C)(C)OC(c2ccco2)O1 (stereo not given) | 106 | . | 94 | 105 | 113 |
| 47 | COc1cc(C2=C(c3cn(C)c4ccccc34)COC2=O)cc(OC)c1OC | 26 | -5.2* | 7.2* | 14 | 14 |
| 48 | c1ccc2c(-c3cn4ccnc4c(-c4ccc5ncn(C6CCCCC6)c5c4)n3)cccc2c1 | 92 | 94 | 75 | . | 96 |
| 49 | COc1c(N2CCNC(C)C2)c(F)cc2c(=O)c(C(=O)O)cn(C3CC3)c12 (stereo not given) | 100 | 90 | 94 | 93 | 98 |
| 50 | O=C1Nc2ccc(F)cc2C12OC2c1cccc([N+](=O)[O-])c1 (stereo not given) | 107 | 102 | 89 | 95 | 104 |

| no. | SNB-19 | A498 | SF-539 | SNB-75 |
| --- | --- | --- | --- | --- |
| 41 | 103 | 98 | 110 | 91 |
| 42 | 105 | 110 | 93 | 99 |
| 43 | 107 | 74 | 103 | 88 |
| 44 | 104 | . | 94 | 90 |
| 45 | 94 | 98 | 92 | 61 |
| 46 | 107 | 109 | 100 | 67 |
| 47 | 15 | . | -20* | -31* |
| 48 | 91 | 86 | 100 | 83 |
| 49 | 103 | 103 | 92 | 98 |
| 50 | 100 | 126 | 99 | 89 |

Next section:
| no. | molecule | SF-268 | SF-295 | CAKI-1 | U251 | NCI-H23 |
| --- | --- | --- | --- | --- | --- | --- |
| 51 | O=C(C[n+]1ccc2ccccc2c1)c1ccc(O)c(O)c1 | 83 | 101 | 85 | 103 | 96 |
| 52 | Cc1ccc(-n2nc(C#N)c(N3CCOCC3)n2)cc1 | 90 | 100 | 88 | 103 | 99 |
| 53 | O=C(Cc1ccc(/C=C/C(=O)c2ncccn2)cc1)Nc1ccccc1 | 107 | 104 | 107 | 88 | 96 |
| 54 | Fc1ccc(/C=N\N=C(N/N=C/c2ccc(F)cc2)N/N=C/c2ccc(F)cc2)cc1 | 77 | 93 | 82 | 76 | 93 |
| 55 | CC(C)=CCC/C(C)=C/COc1ccc2ccc(=O)oc2c1 | 97 | 90 | 79 | 98 | 85 |
| 56 | Cc1ccc(-c2csc(N/N=C/c3c(C)nn(-c4ccccc4)c3-n3ccnc3)n2)cc1 | 76 | 89 | 79 | 76 | 86 |

| no. | SNB-19 | A498 | SF-539 | SNB-75 |
| --- | --- | --- | --- | --- |
| 51 | 100 | 125 | 96 | 93 |
| 52 | 100 | 94 | 100 | 94 |
| 53 | 103 | . | 114 | 102 |
| 54 | 77 | 67 | 95 | 90 |
| 55 | 83 | 91 | 102 | 114 |
| 56 | 89 | 65 | 85 | 76 |
